HKDC1 inhibitor: HKDC1 (human) hexokinase inhibition; Q2TB90; recombinant HKDC1, G6PDH/diaphorase resazurin coupled fluorescence; inhibition, % at 20 µM; hit rate 0.16% among 340,000;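 active = inhibition above about 35% when tested at 20 µM, limit read from the data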;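 note: plate controls were DMSO wells with enzyme for no effect and DMSO wells lacking enzyme for full effect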
Target sequence (Q2TB90 whole entry, looked up): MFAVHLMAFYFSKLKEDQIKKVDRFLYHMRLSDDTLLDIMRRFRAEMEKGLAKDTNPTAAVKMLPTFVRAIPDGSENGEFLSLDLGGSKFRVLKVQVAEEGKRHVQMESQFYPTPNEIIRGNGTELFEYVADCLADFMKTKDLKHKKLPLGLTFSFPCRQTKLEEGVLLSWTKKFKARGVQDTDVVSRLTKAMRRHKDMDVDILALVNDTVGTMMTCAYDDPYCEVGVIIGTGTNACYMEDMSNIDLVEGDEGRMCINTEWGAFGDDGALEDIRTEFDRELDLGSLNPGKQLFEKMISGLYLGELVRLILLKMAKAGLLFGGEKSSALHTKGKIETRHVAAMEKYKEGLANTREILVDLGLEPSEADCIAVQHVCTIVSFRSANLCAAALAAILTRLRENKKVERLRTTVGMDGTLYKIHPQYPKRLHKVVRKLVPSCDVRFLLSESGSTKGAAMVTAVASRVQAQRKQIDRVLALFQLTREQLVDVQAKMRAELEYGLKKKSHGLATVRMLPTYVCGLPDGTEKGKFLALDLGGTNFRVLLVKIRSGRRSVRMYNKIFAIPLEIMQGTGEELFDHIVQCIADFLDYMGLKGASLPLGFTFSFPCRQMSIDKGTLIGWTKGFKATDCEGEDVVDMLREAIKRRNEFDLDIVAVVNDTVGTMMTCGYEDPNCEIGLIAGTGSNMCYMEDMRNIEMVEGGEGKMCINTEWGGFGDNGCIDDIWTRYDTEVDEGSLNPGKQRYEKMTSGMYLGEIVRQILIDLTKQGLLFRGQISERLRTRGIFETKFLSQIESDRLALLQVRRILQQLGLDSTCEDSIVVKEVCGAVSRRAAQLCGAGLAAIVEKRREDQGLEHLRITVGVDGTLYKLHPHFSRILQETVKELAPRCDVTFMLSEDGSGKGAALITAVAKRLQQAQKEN
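Test system: recombinant HKDC1 (HK5) hexokinase enzyme, produced in-house / Doses: 20 µM test compound, 1% DMSO / Timing: 90 min, room temperature / Detection: G6PDH/diaphorase-coupled fluorescence, 1 mM NADP, 100 µM resazurin, 525/613 nm / Control set: DMSO wells with and without enzyme mix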
SENP8 block-1: blocks human SENP8 cleavage of Nedd8 substrate | recombinant SENP8, Nedd8 substrate fluorescence | inhibition, % at 20 µM | hit rate 0.64% among 360,000 | AID 602440; in the data active = inhibition mostly above about 40%, no sharp cut-off; inactive = mostly below about 27%
SENP6 block: inhibitors of human SENP6 protease; Q9GZR1; Recombinant SENP6 catalytic domain, aminoluciferin luminescence; inhibition, % at 10 µM; hit rate 1.8% among 330,000; AID 2599;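 active = inhibition above about 50% at the single tested dose, limit read from the data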;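 note: plate controls were DMSO wells with enzyme for no effect and DMSO wells lacking enzyme for full effect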
SENP7 inh: SENP7 protease inhibition. Q9BQF6. recombinant SENP7, Z-RLRGG-aminoluciferin luminescence, 40 min. inhibition, % at 5 µM. hit rate 1.5% among 330,000;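 active = inhibition above about 50% at the single test dose, limit read from the data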;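 note: plate controls were DMSO with enzyme for no effect and no enzyme buffer wells for full effect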
SENP8 block-2: blocks the human protease SENP8; Q96LD8; hit rate 1.2% among 330,000; inhibition, % at 10 µM; purified SENP8, Z-RLRGG-aminoluciferin cleavage, luminescence; AID 2540; in the data active = inhibition above about 50%
beta cell repl: inducers of beta-cell replication in MIN6 cells; MIN6 cells proliferation, ATPlite luminescence, 48 h; cells starved in 0.2% serum; 100% = growth in 10% serum; proliferation, % at 10 µM; hit rate 0.29% among 330,000;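 active = compounds whose signal lies at least 3.5 SD above the mean of all wells on their plate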;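 note: 0% = DMSO-treated cells in low-serum medium and 100% = 10% serum control; some compounds called inactive have numbers as strong as hits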
PfG6PD inh: PfG6PD (Plasmodium falciparum) enzyme inhibition. PfGluPho enzyme, NADPH resazurin-diaphorase fluorescence. inhibition, % at 20 µM. hit rate 0.78% among 350,000. AID 504690;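 active = inhibition reaching at least a set limit at 20 µM in the primary screen, cut at about 59% in these data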;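 note: 0% = DMSO wells with substrate and 100% = DMSO wells lacking glucose-6-phosphate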
UBC13 polyUb: inhibitors of human UBC13 polyubiquitin chain formation. P61088. TR-FRET. inhibition, % at 20 µM. hit rate 0.47% among 330,000. AID 485273; in the data active = inhibition above about 45%, passing the limit was not always enough
Target sequence (P61088 whole entry, looked up): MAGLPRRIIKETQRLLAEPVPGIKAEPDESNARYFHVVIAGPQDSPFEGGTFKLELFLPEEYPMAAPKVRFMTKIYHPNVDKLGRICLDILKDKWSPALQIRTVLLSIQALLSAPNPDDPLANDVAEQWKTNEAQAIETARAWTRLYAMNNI
SENP1 FRET inh: SENP1 (human) catalytic domain inhibition; recombinant SENP1 catalytic domain, CyPet-SUMO1-YPet FRET cleavage; inhibition, % at 10 µM; hit rate 0.21% among 360,000;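 active = inhibition at least 30% at 10 µM, raw YFP signal under a set limit, fluorescence ratio 0.5 to 1.5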;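 note: 0% = enzyme with DMSO and 100% = no enzyme wells; some results filed as inactive read as strong as hits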
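Compound: 10 µM single point, 0.5% DMSO; Test system: hSENP1 catalytic domain, recombinant; Timing: 50 min reaction at room temperature; Technique: FRET, CFP and YFP emission; Control set: no-enzyme wells low, DMSO-plus-enzyme wells high control.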
The depositor's hits bear a star; / = not tested or not shown.

SMILES	HKDC1 inhibitor	SENP8 block-1	SENP6 block	SENP7 inh	SENP8 block-2	beta cell repl	PfG6PD inh	UBC13 polyUb	SENP1 FRET inh
COc1ccc(Nc2nc(C)nc3c2oc2ccccc23)cc1	-1	-116	-3	2	5	-2	8	2	-1
CCOc1cc(C(C(=O)NCC2CCCO2)N(C(=O)Cn2nnc3ccccc32)c2cccc(OC)c2)ccc1O (stereo not drawn)	-2	12	-9	-1	0	1	3	4	2
Cc1nc(-c2cc(-c3nc(-c4ccc(C(F)(F)F)cc4)no3)no2)cs1	-3	-3	-4	0	0	1	6	-20	2
COC(=O)c1cc2c(ccn2-c2ccc(F)cc2)n1CC(=O)OC(C)C	0	-157	-26	8	-6	0	20	6	-9
Cc1[nH]c(=O)[nH]c(=O)c1S(=O)(=O)NCC12CC3CC(CC(C3)C1)C2	-2	14	6	-5	10	1	-39	0	2
COc1cccc(-c2cc(C(=O)N3CCCCC3C)no2)c1 (stereo not drawn)	-3	6	4	-3	-12	-3	3	15	-1
CC(C)NC(=O)Nc1ccc2c(c1)C(=O)N([C@H](C)CO)C[C@H](C)[C@@H](CN(C)S(=O)(=O)c1cn(C)cn1)O2	0	12	-28	1	-12	2	-4	10	0
COc1ccc(/C=C2\SC(=O)N(CC(=O)NCCC(C)C)C2=O)cc1OC	-5	-79	-14	15	2	0	-20	2	-108
CCN(CC)C(=O)[C@H]1CC(CC(=O)NCc2ccco2)C(=O)N2CCc3c([nH]c4ccc(OC)cc34)[C@]12C (stereo partly drawn)	-6	11	/	6	/	/	-1	/	3
c1ccc(-c2noc(-c3cccc4ccccc34)n2)nc1	3	-356	96*	90*	89*	-3	32	10	2
Cc1ccc(NC2CCCN(C(=O)CCN3CCCCO3)C2)cc1C (stereo not drawn)	6	-2	-13	11	-2	-2	-18	-4	0
COc1ccc(/C(C)=N\NC(=O)C(c2ccncc2)N2CCOCC2)cc1 (stereo not drawn)	-3	17	-8	1	-12	-2	-11	-2	2
COCC(=O)N1CCC(Oc2ccc(C(=O)NCc3cc(C)no3)cc2)CC1	0	7	0	2	-2	0	2	1	2
CCOc1ccc(N=C2NC(=O)S/C2=C\c2ccc(N(C)C)cc2)cc1	3	4	26	1	6	-3	14	-122	-25
Cc1ccc(C)c(OCC(=O)Nc2cc(C(=O)O)cc(C(=O)O)c2)c1	-10	8	-22	-1	-8	-3	-5	0	2
CCOC(=O)C1=C(O)C(=O)N(Cc2cccnc2)C1c1ccc(OC)cc1 (stereo not drawn)	-7	-3	-15	-5	-6	-4	32	-2	1
O=C(/C=C/c1ccco1)Nc1scc(-c2ccccc2)c1C(=O)O	5	-4	98*	95*	97*	-5	75*	-3	-1
CC(C)CN(C(=O)CN1CCOCC1)c1c(N)n(CC(C)C)c(=O)[nH]c1=O	-10	4	-18	-4	-11	-1	-5	-4	1
O=C(NCC(c1cccs1)N1CCOCC1)c1ccc(Cl)cc1 (stereo not drawn)	-4	11	-5	-17	1	-2	5	-5	0
Cn1c(N)c(C(=O)COC(=O)CN2C(=O)c3ccccc3C2=O)c(=O)n(C)c1=O	-2	18	-1	5	3	-4	-14	0	-6
COc1ccc(N(C(=O)CNC(=O)c2ccco2)C(C(=O)NC2CCCC2)c2ccc(C)o2)cc1 (stereo not drawn)	-6	15	-19	-1	1	1	8	0	2
CSc1cccc(NC(=O)C(C)C)c1	10	7	-34	-1	-7	2	-13	-2	-1
Cc1ccc(NC(=O)c2cc(C(C)(C)C)nn2Cc2ccccc2)cc1	9	4	-39	-3	2	-6	25	-8	0
Nc1ccccc1NC(=O)c1ccccc1N	3	-243	-10	-11	-16	-2	-5	1	1
O=C(/C=C/c1ccccc1)NC(=S)Nc1ccccc1O	-1	18	-8	23	3	-3	0	4	1
COc1cccc(CN(CC(=O)NCc2ccco2)C(=O)CNS(=O)(=O)c2ccccc2)c1	6	9	4	3	2	-3	8	2	1
C=CCNCCOc1ccccc1-c1ccccc1	1	20	-10	2	-6	-1	-1	-1	1
O=C(O)CSc1nnc(CNc2cccc(C(F)(F)F)c2)n1Cc1ccco1	0	21	-6	-5	-2	-3	1	-9	-5
Cc1ccc2nc(Nc3ccccc3O)nc(-c3ccccc3)c2c1	-2	22	-22	-5	-2	-2	4	1	3
COc1ccccc1/C=N/NC(=O)c1ccccc1Cl	-5	7	14	8	-2	1	9	1	1
O=C(Nc1nccs1)c1ccc(COc2c(F)c(F)cc(F)c2F)cc1	-3	14	-12	-7	-9	-3	5	-1	2
CCOc1cc(CNc2ccc(OC)cc2)cc(Br)c1OCC(=O)NC(C)(C)C	-1	47*	8	2	8	-4	24	2	1
C/C(=N/NC(=O)c1ccc(C(C)(C)C)cc1)c1ccccn1	-10	2	5	16	1	-4	-10	51*	1
O=C(CSc1nnc(-c2cccc(S(=O)(=O)N3CCCCC3)c2)o1)c1ccc[nH]1	-4	-3	-4	-6	1	1	14	-4	0
CCCC(C)C(=O)Nc1cc(S(=O)(=O)N2CCCCC2)ccc1N1CCOCC1 (stereo not drawn)	-1	12	0	-1	4	2	2	7	-1
CCOc1ccccc1Nc1ncccc1C(=O)N1CCCC1	-10	14	-9	-11	-3	0	-5	-1	0
Cc1c(NC(=O)C2(c3ccccc3)CCOCC2)c(=O)n(-c2ccccc2)n1C	0	30	-7	-3	-6	-2	-36	-4	2
Nc1ccc2c3c(cccc13)C(=O)N(c1ccccc1)C2=O	-1	-315	/	/	/	/	13	/	-36
Cc1ccc(CN(C)CC(=O)Nc2ccc3c(c2)CCC3)cc1	8	7	-5	-4	-9	-4	13	-10	1
Cc1nc(N)nc(Cl)c1Cc1ccc(Cl)cc1	-8	-4	12	-8	-4	-4	-18	-1	0
COc1cc(SC)ccc1C(=O)N1CCN(c2ccccc2)CC1	-6	8	-11	8	2	-3	-20	-1	0
N=c1n(-c2ccccc2)c(O)cc(=O)n1-c1ccccc1	0	12	-4	6	-4	-1	-5	-2	-5
CC(C(=O)N1CCCC1)c1ccc([N+](=O)[O-])cc1 (stereo not drawn)	-8	-6	-8	-3	-1	-3	6	0	1
COc1ccc(S(=O)(=O)Nc2ccccc2OC)cc1NC(=O)Cc1cccs1	-4	8	3	7	-6	-1	4	0	0
CC(=O)Nc1ccc(NC(=O)COC(=O)c2ccccn2)cc1	-7	17	16	4	-7	1	4	3	2
OCCN1CNC(=S)NC1	-2	18	-5	2	3	-2	24	-13	1
CCOc1ccc(-n2c(Cc3cc(=O)[nH]c(=O)[nH]3)nnc2SCC)cc1	-5	-13	-10	8	-1	-2	15	6	2
COc1ccc(NC(=O)Nc2ccc(F)cc2F)cc1	-7	6	74*	80*	59*	-3	-8	-3	1
COc1ccccc1Oc1ccc(N/C=C2/CCCC2=O)cc1	-1	-30	-6	1	-1	1	8	7	-19
CCCCN(CCCC)S(=O)(=O)c1ccc(OC)c2ncccc12	1	16	-17	-4	-8	0	3	-8	2
Continuation:
SMILES	HKDC1 inhibitor	SENP8 block-1	SENP6 block	SENP7 inh	SENP8 block-2	beta cell repl	PfG6PD inh	UBC13 polyUb	SENP1 FRET inh
Cc1cc2c(n1-c1ccc(Br)cc1)CC(C)(C)CC2=O	-4	0	2	0	-11	0	-19	-4	3
N#CC1=C(Nc2ccccc2)SC=C(c2ccc(Cl)c(Cl)c2)N=C1N1CCOCC1	0	-19	4	3	4	0	-12	2	-16
CCCCC1(C(=O)OCC)CC(CSC(=N)N)OC1=O (stereo not drawn)	-5	2	9	6	3	-2	7	8	4
O=C1CC(c2ccccc2)n2nc(NC(=O)c3ccccn3)nc2N1 (stereo not drawn)	-8	8	-6	2	3	-4	0	-3	0
O=C(NCc1cc(C(F)(F)F)cc(C(F)(F)F)c1)C1CC(c2c(Cl)cccc2Cl)=NO1 (stereo not drawn)	-1	12	11	-2	-4	-6	10	8	0
Nc1ncc(Br)cc1S(=O)(=O)NCCC(=O)N1CCN(c2ccccc2)CC1	-5	4	-3	3	7	3	-1	4	3
CN1CCN(C(=O)c2ccc(CN3CCOCC3)cc2)CC1	-2	10	-8	-6	-17	-1	6	-8	2
CC(C)C(=O)NC(NC(=S)Nc1cccc2cccnc12)C(Cl)(Cl)Cl (stereo not drawn)	9	10	-11	1	-1	0	-17	-2	-3
COc1ccc(Cc2nnc(Nc3ccc(C)cc3C)[nH]c2=O)cc1	1	19	-8	-6	-6	-5	1	-1	1
O=C(N/N=C1\CCSc2ccc(F)cc21)c1cccnc1	-11	-53	-21	2	3	-1	6	0	-1

No new results follow: an excerpt of the list.
SMILES	HKDC1 inhibitor	SENP8 block-1	SENP6 block	SENP7 inh	SENP8 block-2	beta cell repl	PfG6PD inh	UBC13 polyUb	SENP1 FRET inh
Cc1cc2c(n1-c1ccc(Br)cc1)CC(C)(C)CC2=O	-4	0	2	0	-11	0	-19	-4	3
N#CC1=C(Nc2ccccc2)SC=C(c2ccc(Cl)c(Cl)c2)N=C1N1CCOCC1	0	-19	4	3	4	0	-12	2	-16
CCCCC1(C(=O)OCC)CC(CSC(=N)N)OC1=O (stereo not drawn)	-5	2	9	6	3	-2	7	8	4
O=C1CC(c2ccccc2)n2nc(NC(=O)c3ccccn3)nc2N1 (stereo not drawn)	-8	8	-6	2	3	-4	0	-3	0
O=C(NCc1cc(C(F)(F)F)cc(C(F)(F)F)c1)C1CC(c2c(Cl)cccc2Cl)=NO1 (stereo not drawn)	-1	12	11	-2	-4	-6	10	8	0

Carrying on.
SMILES	HKDC1 inhibitor	SENP8 block-1	SENP6 block	SENP7 inh	SENP8 block-2	beta cell repl	PfG6PD inh	UBC13 polyUb	SENP1 FRET inh
Cc1ccc(S(=O)(=O)N2CCN(C(=O)CSC(=S)N3CCCC3)CC2)c(C)c1	3	16	7	6	3	0	11	4	2
CC1=CC=CN2C1=NC(=O)CC2(C)C(=O)N(CC(=O)NC1CCCC1)Cc1ccccc1 (stereo not drawn)	-9	-297	10	-6	-9	3	-2	8	-3
O=C(CSc1nc2ccccc2c(=O)[nH]1)Nc1ccc(Br)cc1	0	1	8	6	10	-4	-5	-2	0
Cc1nn(-c2ncc(C(F)(F)F)cc2Cl)c(=O)n1-c1ccccc1Cl	-3	15	-14	-4	-4	-1	-3	-3	1
O=C(Cn1ncc(Cl)c(Cl)c1=O)Nc1ccc2c(c1)OCO2	3	14	9	13	-2	-8	15	-11	0
C#CCOc1ccccc1CNC1CCN(Cc2ccccc2)CC1	-5	16	-2	10	4	-1	-8	9	-1
COC1OC2COC(c3ccccc3)OC2C2OC12 (stereo not drawn)	-7	0	/	/	/	/	7	/	2
Cn1c(=O)c2c(SCc3cccc(C(F)(F)F)c3)nc(-c3ccco3)nc2n(C)c1=O	-13	-6	-6	-4	-6	-5	-5	-27	-6
CCCCCCN1C(=O)CC(NC(=O)OCC2c3ccccc3-c3ccccc32)C/C=C\C1C(C)C (stereo not drawn)	0	-70	/	-2	/	/	8	/	-1
O=C(Nc1ccccn1)NC12CC3CC(CC(C3)C1)C2	-7	18	9	9	-8	0	-7	6	2
CCOC(=O)c1c(C)nc2c(c1-c1cc(OC)c(OC)c(OC)c1)C(=O)c1ccccc1-2	-8	8	-10	0	8	2	-2	2	4
O=C(CCN1CCCCC1=O)NC1CCCc2c1cnn2-c1ccccc1F (stereo not drawn)	-5	4	-4	-1	-1	0	-12	-2	-1
CC(=O)N=c1ncn(CC(COC(C)=O)OC(C)=O)c2nc[nH]c12 (stereo not drawn)	-3	6	15	5	6	1	-15	4	1

Source: PubChem (Sanford-Burnham Center for Chemical Genomics)

Rows are unselected (roughly 4% active in at least one column).
